Screening results (PubChem BioAssay)
STAT3 act = STAT3 signaling activation | 0.91% of 190,000 active | activation (% of control), % at 5.6 µM | U3A cells, IL-6 STAT3-luciferase reporter, luminescence; 100% = signal with IL-6 EC80 alone;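 active = activation above the screen-wide mean of compound activation plus 3 SD, cut at about 130% in these data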;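 also: 0% = background luminescence of wells with medium and substrate only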
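Test system: human U3A cells carrying STAT3-luciferase construct; control set: IL-6-only wells as 100% reference; timing: compound pre-incubation 1 h before IL-6, then 6 h stimulation at 37 °C; also added: IL-6 stimulus at 33 ng/mL final; evaluation: % activation versus median of IL-6-stimulated wells; detection: reporter luminescence signal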
TR-FRET SRC-2 ct = TR-FRET artefact, counter-screen to PPARgamma/SRC-2 agonist assay | active compounds read high | TR-FRET ratio at 8 µM | 0.4% of 200,000 active | AID 1049; in the data active = TR-FRET ratio above about 2000; also: inactives centre near 1500
RAM inhibit = yeast RAM network inhibition. S. cerevisiae dse1pr::URA3 reporter, 5-FOA growth OD615, 2 d; analog-sensitive cbk1-as2 kinase mutant strain. inhibition, % at 50 µM. 1.8% of 190,000 active;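 active = inhibition above a set limit, 3 SD over mean compound inhibition, cut at about 8.4% in these data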;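 also: 0% = DMSO-only wells with no growth and 100% = 10 µM 1-NA-PP1 full growth; inhibition rescues growth on 5-FOA so higher OD means more RAM inhibition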
STAT1 blocker = STAT1 signaling inhibition; inhibition, % at 5.5 µM; AID 920; 0.35% of 200,000 active; NIH 3T3 STAT1-luciferase reporter, IFN-gamma, luminescence;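 active = inhibition above a set limit, the mean inhibition across all tested compounds plus 3 SD, cut at about 34% in these data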;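 also: 0% = IFN-gamma with DMSO and 100% = IFN-gamma with 300 µM nifuroxazide; values of inactives mirror those of a sister screen read the other way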
PPARg SRC-1 ag = PPARgamma-driven SRC-1 recruitment agonism. P37231. PPARgamma-SRC-1 coactivator recruitment biochemical assay. activation, % at 8 µM. 0.41% of 200,000 active. AID 631; in the data active = activation above about 19%;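 also: 0% = DMSO and 100% = reference agonist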
Target sequence (P37231 whole entry, looked up): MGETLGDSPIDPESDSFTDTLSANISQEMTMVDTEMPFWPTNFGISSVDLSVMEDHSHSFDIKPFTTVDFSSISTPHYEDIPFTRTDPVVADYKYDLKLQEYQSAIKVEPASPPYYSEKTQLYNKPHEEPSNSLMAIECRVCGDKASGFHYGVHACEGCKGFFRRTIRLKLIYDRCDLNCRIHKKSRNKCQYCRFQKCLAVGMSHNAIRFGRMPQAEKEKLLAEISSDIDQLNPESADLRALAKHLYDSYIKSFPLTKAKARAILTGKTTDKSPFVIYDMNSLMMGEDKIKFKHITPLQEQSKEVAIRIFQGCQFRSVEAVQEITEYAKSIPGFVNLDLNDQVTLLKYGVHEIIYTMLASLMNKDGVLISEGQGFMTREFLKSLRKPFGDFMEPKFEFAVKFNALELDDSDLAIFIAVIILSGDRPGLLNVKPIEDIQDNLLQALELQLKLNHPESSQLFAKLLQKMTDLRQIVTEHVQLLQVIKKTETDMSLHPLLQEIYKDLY
S1P3 antag = S1P3 (human) receptor antagonism | Q99500 | inhibition, % at 4.98 µM | CHO S1P3 NFAT-BLA reporter, FRET fluorescence, antagonist mode | AID 485 | 0.27% of 170,000 active;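 active = inhibition above the plate cutoff, the mean inhibition of test wells on that plate plus 3 SD, cut at about 28% in these data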;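 also: cells challenged with S1P at its EC80 of 0.8 µM; blue over green emission ratio from cleaved BLA substrate after 4 h stimulation; 0% = S1P-stimulated wells and 100% = unstimulated DMSO-only wells; some compounds past the cut are filed as inactive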
Target sequence (Q99500 whole entry, looked up): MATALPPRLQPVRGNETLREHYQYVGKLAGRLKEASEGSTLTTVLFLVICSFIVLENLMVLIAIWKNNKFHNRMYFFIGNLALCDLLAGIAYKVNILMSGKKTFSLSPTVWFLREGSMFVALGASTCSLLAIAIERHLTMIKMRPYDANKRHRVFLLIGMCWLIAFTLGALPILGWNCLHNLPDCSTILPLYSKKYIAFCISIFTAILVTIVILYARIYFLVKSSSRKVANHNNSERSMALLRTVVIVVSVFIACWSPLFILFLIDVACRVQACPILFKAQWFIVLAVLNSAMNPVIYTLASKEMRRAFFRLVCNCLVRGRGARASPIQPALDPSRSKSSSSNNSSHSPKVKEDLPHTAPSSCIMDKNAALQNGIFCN
STAT3 inh = reduces IL-6 driven STAT3 reporter signal. U3A cells, IL-6 STAT3-luciferase reporter, luminescence; host cell line lacks STAT1. inhibition, % at 5.5 µM. 0.89% of 190,000 active. AID 862;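 active = inhibition above the mean inhibition across all screened compounds plus 3 SD, cut at about 44% in these data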;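 also: 0% = DMSO only wells and 100% = 100 µM nifuroxazide control wells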
TLR4-MyD88 BLA = TLR4-MyD88 interaction inhibition in cells. 0.18% of 200,000 active. O00206+Q99836. inhibition, % at 8.4 µM. HeLa CL3-4 TLR4/MyD88 BLA complementation, FRET ratio; in the data active = inhibition above about 25%;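 also: 0% = vehicle and 100% = reference inhibitor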
PPARg SRC2 recr = PPARgamma-driven SRC-2 recruitment agonism; PPARgamma LBD-SRC-2 recruitment, biochemical; 0.34% of 200,000 active; activation, % at 8 µM; in the data active = activation above about 22%;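 also: 0% = vehicle and 100% = reference agonist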
PPARg SRC-3 ag = agonists of human PPARgamma SRC-3 coactivator recruitment; 0.26% of 200,000 active; biochemical PPARgamma/SRC-3 coactivator recruitment assay; activation, % at 8 µM; P37231; in the data active = activation above about 23%;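 also: 0% = DMSO and 100% = reference agonist; some compounds past the cut are filed as inactive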
ROMK primary = modulates human ROMK potassium channel activity | Tet-inducible ROMK, thallium flux fluorescence; actives lie on both sides | 2% of 130,000 active | B-score at 10 µM | P48048;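 active = signal ratio slope over the read window, or its plate-corrected B-score, at least 3 SD from the plate mean, either direction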;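 also: B-score of the F/F0 ratio slope over 7 to 12 s after thallium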
Numbers without * were called inactive; nt = no result given.

SMILES	STAT3 act	TR-FRET SRC-2 ct	RAM inhibit	STAT1 blocker	PPARg SRC-1 ag	S1P3 antag	STAT3 inh	TLR4-MyD88 BLA	PPARg SRC2 recr	PPARg SRC-3 ag	ROMK primary
CCCCn1c(N)c(C(=S)NC(=O)CC(C)(C)C)c(=O)n(C)c1=O	96	1408	0.4	1	-4	-42	4	17	-7	0	nt
COc1ccc(/C=C(\NC(=O)c2ccc(C)cc2)C(=O)Nc2c(C)n(C)n(-c3ccccc3)c2=O)cc1	104	1536	-0.1	6	-2	-16	0	9	1	4	0.35
COc1ccccc1/C=c1\sc2nc(-c3ccccc3OC)nn2c1=O	106	1559	5.5	12	12	nt	1	-7	2	3	nt
CC(=O)N1CCN(S(=O)(=O)c2cccc(C(=O)Nc3ccc4c(c3)CCC4)c2)CC1	92	1535	2.4	8	-2	-4	12	2	6	0	nt
O=C(CSc1ccccn1)N/N=C/c1c[nH]c2ccccc12	107	1792	1.9	6	3	-6	0	-4	14	6	0.026
COc1ccc(C(=O)Nn2cc3c(c2-c2ccccc2)c(=O)n(C)c(=O)n3C)cc1	86	1360	0.1	12	-2	-20	19	4	10	-4	-0.65
CCOc1ccc(C(=O)NCC(=O)N2CCc3ccccc3C2)cc1OCC	94	1670	-0.4	2	-1	-28	8	9	2	3	-0.062
CCCC[C@@H]1CNC(=S)N1CCc1cccc(F)c1	nt	1483	0.1	2	2	3	nt	-2	-7	2	nt
Cc1cccc(/C(N)=N/OC(=O)CCc2ccccc2)c1	113	1496	2.1	-18	-8	nt	-3	-1	-4	0	nt
N#Cc1ccc(N2CCc3ccccc3C2)c([N+](=O)[O-])c1	88	1525	1.6	5	10	1	17	-10	7	0	nt
S=c1[nH]ncn1/N=C/c1ccccc1	101	1583	-0.2	-9	0	-2	3	19	-5	4	0.059
CC1=CC(C)(C)Nc2ccc(OC(=O)c3ccco3)cc21	70	1670	2.6	17	4	-26	38	21	5	9	nt
Cc1ccc(CCSCC(=O)O)cn1	102	1479	-0.6	3	-4	-21	1	10	-6	-4	-0.049
O=C(N/N=C/c1cccnc1)C(O)(c1ccccc1)c1ccccc1	101	1604	2.7	3	6	nt	4	2	8	0	nt
CCCN1CCC(N2CCN(c3cccc(C(F)(F)F)c3)CC2)CC1	102	1590	3.0	12	4	2	1	-2	0	8	-0.75
CC(NC(=O)c1ccccc1NS(C)(=O)=O)c1ccccc1 (stereo not drawn)	101	1599	2.0	-8	-3	1	2	0	6	3	nt
CS(=O)(=O)Nc1ccc2[nH]c(=O)[nH]c2c1	108	1648	0.4	-1	-2	-12	-1	0	-6	4	-0.71
CCOC(=O)C(C(=O)c1ccccc1)C1CC(C)NC(=S)N1 (stereo not drawn)	87	1554	-0.9	0	0	8	16	-20	2	-1	-0.23
CC(C)CCN1C(=O)CCC1(C)C(=O)NC1CCCCCC1 (stereo not drawn)	105	1424	-0.1	-1	0	-9	-5	3	8	-6	0.22
COc1ccc(S(=O)(=O)N(Cc2cccs2)C2CCCC2)cc1	103	1458	1.9	-4	5	17	-3	-6	-3	1	nt
CCOC(=O)C1CCN(C(=O)c2cccc(C(=O)N3CCC(C(=O)OCC)CC3)c2)CC1	92	1650	0.1	-7	-1	17	13	-1	2	-2	nt
CCC(=O)NC(c1cccs1)c1ccc2cccnc2c1O (stereo not drawn)	100	1544	-0.3	2	6	-3	5	-20	8	5	nt
Cc1cccc2c(=O)c(Br)c(C)n(Cc3ccccc3)c12	94	1731	7.4	-3	1	-4	9	-12	10	-2	0.055
CCC1=NN(C(=O)Cc2ccc([N+](=O)[O-])cc2)C(O)(c2ccncc2)C1 (stereo not drawn)	100	1763	1.0	9	11	6	4	2	9	6	-1.4
COc1ccc(-c2nc3nc(N)nn3cc2C)cc1F	107	1507	-1.0	-8	5	-17	-2	-5	-1	4	0.66
COc1cc(/C=C2/C(C)=C(C#N)c3nc(N)c(C#N)c(C)c32)ccc1OCC(=O)O	99	1825	1.8	-5	1	-1	6	-11	2	6	0.6
O=C(Nc1ccc(OCc2ccccc2)cc1)c1ccccc1	96	1595	6.6	-21	12	-5	10	-2	6	3	0.89
Cc1cccc(NC(=S)NCc2ccc3c(c2)cc(C)n3C)c1C	101	1516	3.9	2	5	-20	4	1	4	6	-0.33
Cc1cc(C(=O)NCc2ccc(S(N)(=O)=O)cc2)c(C)o1	102	1532	2.1	2	-2	-4	-1	0	4	-7	nt
Cc1cc(NC(=S)Nc2ccccc2)ccc1Br	104	1472	1.0	-1	-3	nt	0	-5	4	1	nt
CC(=O)Nc1ccc2c3c(cccc13)CC2	103	1502	nt	3	4	nt	6	-3	-3	12	nt
O=C(/C=C/c1ccc([N+](=O)[O-])cc1)NCCSCc1ccco1	100	1549	1.0	-1	4	9	2	-6	5	2	-0.014
O=C(NCc1ccco1)c1cccc2ccccc12	88	1373	0.5	-3	-1	-6	22	-9	-10	-1	nt
CCCCC(=O)Nc1sc2c(c1C(N)=O)CCC2	98	1534	2.2	-17	0	-3	6	-20	1	6	nt
O=C(NNC(=O)c1cccs1)c1ccc(Cl)c([N+](=O)[O-])c1	101	1734	1.2	-1	3	-5	-3	-3	4	3	-0.33
CCSc1nc2c(c(=O)[nH]1)C(c1ccc(C)cc1)C1=C(CCCC1=O)N2 (stereo not drawn)	97	1548	3.8	5	5	-6	6	-9	4	1	0.32
O=C(O)C1C2C=CC(C2)C1C(=O)Nc1cccc(C(=O)N2CCCCC2)c1 (stereo not drawn)	109	1469	0.0	-1	0	nt	-4	-6	-7	-8	1.8
CCCCS(=O)(=O)Nc1ccc2cn[nH]c2c1	143*	1392	0.8	-2	4	-12	-47	1	2	4	-0.78
O=CN1CCN(C(=O)c2ccc([N+](=O)[O-])cc2)CC1	102	1633	0.3	2	-1	2	-5	8	7	-1	0.96
COc1ccccc1CNCc1ccc(OC)c(OC)c1OC	102	1363	0.0	4	-6	nt	1	5	3	7	0.042

Single records, from the list above. Values in the order: STAT3 act, TR-FRET SRC-2 ct, RAM inhibit, STAT1 blocker, PPARg SRC-1 ag, S1P3 antag, STAT3 inh, TLR4-MyD88 BLA, PPARg SRC2 recr, PPARg SRC-3 ag, ROMK primary
Results for COc1cc(/C=C2/C(C)=C(C#N)c3nc(N)c(C#N)c(C)c32)ccc1OCC(=O)O : 99, 1825, 1.8, -5, 1, -1, 6, -11, 2, 6, 0.6
Results for O=CN1CCN(C(=O)c2ccc([N+](=O)[O-])cc2)CC1 : 102, 1633, 0.3, 2, -1, 2, -5, 8, 7, -1, 0.96

More compounds
SMILES	STAT3 act	TR-FRET SRC-2 ct	RAM inhibit	STAT1 blocker	PPARg SRC-1 ag	S1P3 antag	STAT3 inh	TLR4-MyD88 BLA	PPARg SRC2 recr	PPARg SRC-3 ag	ROMK primary
Cc1ccc(C)c2nc3sc(C(=O)O)cc3cc12	110	1378	-1.9	-5	-9	-5	-9	6	-7	-6	0.052
COc1cccc(CNC(=O)CCC2CCCN(C(=O)c3cccc4c(C)c(C)[nH]c34)C2)c1 (stereo not drawn)	105	1652	1.3	9	6	-24	6	-19	3	4	-0.59
O=C(CSc1cccc[n+]1[O-])Nc1ccc(C(F)(F)F)cc1[N+](=O)[O-]	90	1857	-0.6	2	2	-19	14	-4	7	1	-0.1
Oc1ccc(/C=N/N2CCN(C3c4ccccc4-c4ccccc43)CC2)c(O)c1	118	1573	0.0	5	9	-7	-19	3	4	0	0.33
CC1=Nc2ccccc2/C1=C\c1nc(-c2ccc(C(F)(F)F)cc2)oc1O	98	1368	3.8	-2	2	nt	6	2	-4	-3	nt
c1ccc(CNc2ncnc3c2cnn3Cc2ccccc2)cc1	100	1560	2.8	-5	2	nt	2	-3	6	-1	-1.4
Cc1ccc(NC(=S)NNC(=O)c2ccc(N3CCOCC3)c([N+](=O)[O-])c2)cc1C	94	1580	1.4	-2	-1	-1	8	2	8	0	0.45
Cc1cc(C)nc(SCC(=O)c2c(N)n(C)c(=O)n(C)c2=O)n1	99	1587	0.1	-4	6	nt	5	-5	3	5	nt
CCOc1ccc(C2c3cc(OC)c(OC)cc3CC(=O)N2c2ccccc2)cc1 (stereo not drawn)	95	1546	4.1	0	11	nt	12	6	2	8	1
Nc1nc2ccc(O)cc2s1	93	1623	-0.6	4	8	nt	12	1	15	7	-0.22
COc1ccc(/C(O)=C/C(=O)C(=O)Nc2c(C)n(C)n(-c3ccccc3)c2=O)cc1	102	1577	0.1	-2	4	nt	4	-2	2	12	0.33
O=C(O)c1cccc(Cn2cccn2)c1	103	1403	2.0	-10	0	-25	-2	-13	0	10	nt
Cc1ccc(CSCCNC(=O)c2ccc(N(C)S(=O)(=O)c3ccccc3)cc2)cc1	101	1637	18*	5	3	nt	8	2	7	0	nt
Cc1ccc2nc(SCC(=O)Nc3ccc(F)c([N+](=O)[O-])c3)[nH]c2c1	98	1445	2.3	7	2	-9	0	-2	-3	2	nt
NNC(=O)c1ccc(COc2cccc3cccnc23)cc1	108	1546	1.4	-13	6	-4	-8	-12	-5	2	-0.96
Cc1ccc(CN(c2ccc(C(=O)Nc3cccnc3)cc2)S(C)(=O)=O)cc1	105	1558	0.4	0	1	nt	-6	7	3	5	0.21
CCOc1cc(S(=O)(=O)Nc2cc(C)cc(C)c2)ccc1Cl	97	1581	1.2	7	4	nt	4	-4	6	-3	0.4
CCOC(=O)COc1ccc2nsnc2c1Cl	101	1516	1.1	-2	3	-6	4	4	14	-3	nt
CCc1ccc(CN/C=C/C(=O)c2ccc(Br)cc2)cc1	104	1596	4.4	-4	2	nt	-5	13	12	5	-0.43
COC(=O)c1cc2c(C)nn(-c3ccccc3)c2s1	158*	1515	4.0	10	-6	-7	-61	-13	-6	-2	0.083
COc1ccc(S(=O)(=O)Nc2ccc(O)c(Sc3ncn[nH]3)c2)cc1	98	1596	1.5	5	2	nt	6	-12	4	3	nt
C/C(=N/OC(=O)C1CC12CCC2)c1ccc(Br)cc1 (stereo not drawn)	98	1839	1.8	7	-1	-6	4	1	4	2	0.034
CC(NC(=O)c1cn(C(C)c2ccccc2F)nn1)c1ccncc1 (stereo not drawn)	108	1570	1.1	-3	0	-4	-1	11	3	6	0.2
COc1ccc2cc(C#N)c(Cl)nc2c1	96	1598	3.8	-13	0	14	11	-1	1	-2	-1.3
COC(=O)c1ccccc1NC(=O)CCNC(=O)Cn1cnc2ccccc2c1=O	95	1723	0.3	-1	8	0	9	-9	9	10	nt
COc1cc(/C=C(\C#N)c2nc3ccccc3[nH]2)cc(OC)c1O	84	1767	0.2	-28	14	6	22	12	1	14	nt
Cc1ccc(/C=C/C(=O)Nc2nn[nH]n2)o1	97	1598	-0.8	-1	-3	-7	2	-17	-4	-3	0.13
COCCNC(=O)/C(C#N)=C/C=C/c1ccccc1[N+](=O)[O-]	93	1514	2.4	11	13	7	15	-8	0	3	0.0055
Cc1cc(NC(=O)CSc2nc(-c3ccc(F)cc3)cs2)no1	91	1802	2.9	5	9	-1	16	-11	1	-2	0.91
Cc1cc(=O)[nH]c2c3ccccc3nn12	99	1352	-0.6	1	2	7	8	-11	-4	2	0.25
